P. falciparum M1AAP: P. falciparum M1AAP inhibitors, biochemical, fluorogenic H-Leu-NHMec substrate, 1536-well (AID 1445). Aminopeptidase N (Plasmodium falciparum (isolate 3D7)). recombinant M1AAP, H-Leu-NHMec fluorogenic kinetic assay; higher % means a stronger effect. inhibition, % at 30 µM, or IC50 in µM where a hit was titrated. 220,000 compounds, 0.42% hits;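 active = primary inhibition above the hit cutoff, then over 50% inhibition at one or more dose response concentrations, cut at about 23% in these data, passing the limit was not always enough; inconclusive = conflicting primary data, or primary hits not chosen for dose response; inactive = low primary inhibition, or under 50% at every dose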;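 also: plate controls were DMSO full reaction for no effect and no enzyme background for full effect; strong numbers were not always called active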
KOR beta-arrestin-1: KOR agonists, beta-arrestin recruitment, primary screen, cell-based, luminescence, uHTS (AID 1777); Kappa-type opioid receptor (Homo sapiens); KOR beta-arrestin recruitment, luminescence; higher % means a stronger effect; activation, % at 10 µM, or EC50 in µM where a hit was titrated; 280,000 compounds, 0.02% hits; in the data active = activation above about 50%, passing the limit was not always enough; also: a part of the inactive calls stands beside numbers as strong as those of hits
M17LAP inhibition: P. falciparum M17LAP inhibitors, primary screen, biochemical, fluorogenic H-Leu-NHMec substrate, 1536-well (AID 1619). Leucine aminopeptidase (Plasmodium falciparum (isolate 3D7)). recombinant M17LAP, H-Leu-NHMec fluorogenic kinetic assay; higher % means a stronger effect. inhibition, % at 30 µM, or IC50 in µM where a hit was titrated. 220,000 compounds, 0.38% hits;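 active = compound inhibiting the enzyme by more than half at any dose during confirmatory dose-response retesting; inconclusive = strong single-dose inhibitors picked by rank but not retested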;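 also: plate controls were full reaction with DMSO carrier for no effect and no enzyme background for full effect; strong numbers were not always called active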
GPR55 beta-arrestin: GPR55 agonists via beta-arrestin recruitment, primary screen, imaging, U2OS cells, beta-arrestin-GFP redistribution (AID 1961) | 290,000 compounds, 0.048% hits | activation, % at 10 µM, or EC50 in µM where a hit was titrated | U2OS GPR55 beta-arrestin-GFP redistribution imaging; higher % means a stronger effect;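 active = activation above 40% with more than 50 cells counted in the well; inconclusive = wells holding fewer than 50 cells, flagged as toxic or sparse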;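 also: U2OS osteosarcoma cells stably expressing GPR55 and beta-arrestin-GFP; plate controls were DMSO negative control for no effect and LPI positive control for full effect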
Dynein cargo inh: inhibitors of GR-EGFP nuclear translocation, primary screen, dynein cargo transport inhibitor project, imaging, high-content, 3617.4 mouse cells; 220,000 compounds, 0.47% hits; AID 1381, 2008; test concentration mostly 20 µM; stimulated with dexamethasone, 1 µM; active compounds read low; z-score, hits read low;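 active = plate z-score of nuclear minus cytoplasmic receptor signal below a set negative limit, without overly bright fluorescence or cell loss, cut at about -3.5 in these data, passing the limit was not always enough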;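 also: z-score of nuclear minus cytoplasmic ring GR-EGFP intensity difference per well; some compounds called inactive have numbers as strong as hits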
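Schedule: 48 h induction, then 1 h compound, then 30 min agonist, 37 °C. Buffer or medium: tetracycline-free induction medium containing charcoal-stripped FBS. Reagent: 1.0 µM final dexamethasone stimulus. Evaluation: nuclear versus cytoplasmic GR-EGFP signal, averaged per well. Signal: high-content fluorescence imaging after fixation.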
KOR beta-arrestin-2: KOR antagonists, beta-arrestin recruitment, cell-based, luminescence, uHTS (AID 1778); 290,000 compounds, 0.091% hits; Kappa-type opioid receptor (Homo sapiens); KOR beta-arrestin recruitment, luminescence, antagonist mode; higher % means a stronger effect; inhibition, % at 10 µM, or IC50 in µM where a hit was titrated; also: strong numbers were not always called active
NOD1 inhibition: NOD1 signaling inhibitors, primary screen, cell-based, luminescence, uHTS (AID 1578); NOD1-driven NF-kB luciferase reporter cells, luminescence; higher % means a stronger effect; inhibition, % at 4 µM, or EC50 in µM where a hit was titrated; 290,000 compounds, 1% hits; in the data active = inhibition mostly above about 36%, no sharp cut-off; inactive = mostly below about 34%;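 also: HEK-293T reporter cells stimulated with the NOD1 agonist gamma-tri-DAP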
AID2073: inhibitors of Mint1-CaV2.2 protein interaction, biochemical, HTRF (AID 2073); Voltage-dependent N-type calcium channel subunit alpha-1B (Homo sapiens); HTRF protein-protein interaction, Mint1-CaV2.2; higher % means a stronger effect; one-dose inhibition, % at 20 µM; IC50 in µM for titrated hits; 290,000 compounds, 0.19% hits; in the data active = inhibition mostly above about 51%, no sharp cut-off; inconclusive = no clear call, values can overlap the other calls; inactive = mostly below about 53%; also: some results filed as inactive read as strong as hits
NOD2 inhibition: NOD2 signaling inhibitors, cell-based, luminescence, uHTS, HEK293 (AID 1566); HEK293 NOD2/NF-kB luciferase reporter, luminescence; higher % means a stronger effect; one-dose inhibition, % at 4 µM; EC50 in µM for titrated hits; 290,000 compounds, 0.63% hits; also: many of its hits are not listed in these tables
Dynein cargo inh cytoplasmic EGFP: second read-out of Dynein cargo inh, no call of its own (marks repeat the call); z-score; measured here: cytoplasmic GR-EGFP intensity; active compounds read high
Dynein cargo inh nuclear GR-EGFP: further read-out of Dynein cargo inh, marked with its call; z-score; measured here: nuclear GR-EGFP intensity;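 lower value marks the stronger effect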
Dynein cargo inh cell count: second read-out of Dynein cargo inh, no call of its own (marks repeat the call); z-score; measured here: cell count per field
* marks the source's active call; other numbers are inactive results; ? = inconclusive; . = no result given; [ ] = remark or other dose. Rule as the data show it, unless noted: active = inhibition above about 50%; inactive = the rest. A portion of the library; count on the stated rates, not on these rows.

SMILES	P. falciparum M1AAP	KOR beta-arrestin-1	M17LAP inhibition	GPR55 beta-arrestin	Dynein cargo inh	Dynein cargo inh cytoplasmic EGFP	Dynein cargo inh nuclear GR-EGFP	Dynein cargo inh cell count	KOR beta-arrestin-2	NOD1 inhibition	AID2073	NOD2 inhibition
CC(C)[C@H](NC(=O)N1CCC(Cc2ccccc2)CC1)C(=O)O	.	-2.4%	.	-0.1%	.	.	.	.	14%	0%	7%	0%
O=C(Cc1ccccc1)NCC1CCCO1 (centres undefined)	9%	-11%	5%	0.0%	-0.39	-0.36	-0.43	0.47	-10%	-18%	9%	-2%
Cn1cccc1C(=O)NC(=O)CSc1nnc(C2CC2)n1-c1ccccc1	1%	-3.2%	2%	-0.2%	-0.2	-0.2	0.14	-0.47	27%	-10%	5%	3%
COCCn1nnnc1SCC(=O)NCc1ccc2c(c1)OCO2	-8%	.	2%	0.2%	2.4	-0.12	1	-1.9	15%[20 µM]	-11%	-2%	20%
COc1ccc(CN2CNc3nc4ccccc4n3C2)cc1	7%	-1.3%	12%	0.3%	1	0.061	0.7	-1.9	-21%	-6%	4%	12%
CC(C)(Oc1ccc(CCNC(=O)c2ccc(Cl)cc2)cc1)C(=O)O	2%	-2.5%	0%	-0.1%	-0.46	-0.26	0.27	-0.048	-5%	-11%	-5%	17%
CCOC(=O)C1=C(C)NC(C)=C(C(=O)OCC)C1c1cccc(C)n1	4%	-3.8%	-19%	-0.2%	0.55	-0.29	0.38	-0.15	16%	-10%	17%	8%
Nc1nc(SCc2ccc(Cl)cc2)ns1	5%	10%	2%	-0.1%	-1	0.061	-0.16	0.043	16%	-48%	5%	-25%
Cc1cc(NS(=O)(=O)c2ccc(NC(=O)/C=C/c3ccco3)cc2)nc(C)n1	11%	4.7%	33%	-0.1%	-0.85	-0.27	-0.29	0.83	4%	-9%	-45%	-5%
C(=N\Nc1ccccn1)/c1cccnc1	.	-2.5%	.	0.0%	.	.	.	.	-46%[20 µM]	-33%	0%	0%
CC(C)Oc1ccc(C(=O)NC(=S)N2CCOCC2)cc1	-5%	9.3%	16%	0.1%	-0.23	0.048	-0.49	0.64	-2%	-4%	-2%	18%
CC(=O)n1nc(-c2ccccc2)nc1NCc1cccs1	1%	-3.4%	7%	0.1%	-0.23	-0.28	0.46	0.39	8%	-27%	-5%	-7%
O=C(/C=C/c1ccccc1)OCCCCN=C1NS(=O)(=O)c2ccccc21	4%	0.4%	-19%	-0.1%	-0.81	-0.18	-0.54	0.16	-9%[20 µM]	-15%	3%	14%
CC(C)Cc1ccc(CN2CCCC(NC(=O)CCn3cnnn3)C2)cc1 (centres undefined)	.	6.5%	.	-0.1%	.	.	.	.	-10%	31%	11%	20%
O=C(c1cccc(C(F)(F)F)c1)C1CCCN(C(=O)Cn2cncn2)C1 (centres undefined)	.	-7.4%	.	0.2%	.	.	.	.	-8%	-17%	-8%	2%
C1CN=C(NC23CC4CC(CC(C4)C2)C3)C1	0%	-1.4%	5%	0.8%	-1.1	-0.24	-0.059	0.91	23%	-33%	2%	2%
COc1cc2c(cc1OC)C(c1cccs1)N(C(=O)c1cccnc1)CC2 (centres undefined)	3%	-0.2%	-2%	-0.3%	0.3	-0.31	0.36	0.09	-32%	-32%	-6%	-3%
Cc1ccccc1NC(=S)N1CCN(Cc2ccc3c(c2)OCO3)CC1	5%	-2.2%	-1%	0.7%	0.42	0.0028	0.21	-0.5	-10%	-15%	-17%	-6%
C=CCOc1ccc(Br)cc1/C=C1/SC(=Nc2ccc(C(=O)O)cc2)NC1=O	?	-5.3%	36%	0.7%	-0.18	-0.24	-0.03	-0.074	-16%	40%*	43%	38%
COc1ccc(C(=O)NCc2nnc(SCC(=O)Nc3cccc(OC)c3)o2)cc1	.	3.6%	.	-0.2%	.	.	.	.	-37%	-17%	2%	-6%
O=C(Cn1c(C(=O)NCC2CCCO2)cc2sccc21)c1ccccc1 (centres undefined)	13%	5.0%	6%	-0.1%	-1.1	-0.13	-0.35	0.2	23%	-1%	-2%	15%
CCOc1ccc(NC(=O)CC2C(=O)N(CC)C(=S)N2CCNC(C)=O)cc1 (centres undefined)	2%	2.6%	10%	0.1%	-0.32	-0.29	-0.49	0.38	-3%	-45%	10%	-13%
Cc1cccc(NC(=O)C2C3C=CC(C4CC34)C2C(=O)O)c1 (centres undefined)	3%	4.0%	-1%	-0.2%	0.14	-0.28	0.32	-0.071	-34%	34%	-8%	12%
COc1ccc(N2C(=O)c3ccccc3NC2c2ccc(OC)c(Cn3nnc4ccccc43)c2)cc1 (centres undefined)	2%	-0.6%	3%	-0.2%	0.55	-0.25	0.85	-1.2	-12%	-31%	2%	-11%
Nc1nonc1-c1nc2ccccc2n1CC(=O)N/N=C/c1ccc(-c2cccc(C(=O)O)c2)o1	13µM*	.	31%	-0.1%	1.5	-0.19	0.42	-0.34	.	-26%	7%	-9%
CC1CCCN(c2nc(NCc3ccco3)nc(N)c2[N+](=O)[O-])C1 (centres undefined)	7%	17%	-3%	-0.8%	-1	-0.3	-0.75	0.63	-77%	38%	0%	18%
COCCOC(=O)c1c(NC(=O)CN2CCOCC2)sc(C(N)=O)c1C	18%	-1.1%	17%	-0.1%	0.19	-0.28	0.33	-0.37	18%	-15%	-4%	11%
CC1CCN(C(=S)c2cccc([N+](=O)[O-])c2)CC1	13%	0.1%	4%	-0.1%	0.52	-0.31	0.91	-0.43	-7%	-18%	10%	10%
Cn1c(=O)c2c(nc(N3CCOCC3)n2CCCNC2=NCCCCC2)n(C)c1=O	-2%	2.1%	-10%	-0.1%	0.21	-0.084	-0.063	0.85	-19%	-24%	4%	-2%
CC(C)c1nnc(NC(=O)CC(=O)Nc2ccccc2C(=O)O)s1	2%	-0.1%	8%	0.3%	-0.61	-0.2	0.13	0.69	-17%	22%	3%	33%
COc1ccc(CCNC(=O)COc2ccc(S(=O)(=O)N3CCOCC3)cc2)cc1OC	0%	-1.1%	-12%	0.3%	-0.28	-0.17	0.058	0.15	12%	2%	9%	21%
CCc1cccc(C)c1NC(=O)CSc1nc2ccc(N3C(=O)c4ccccc4C3=O)cc2s1	3%	4.2%	15%	-0.1%	-0.71	-0.078	0.35	-0.52	5%	-10%	18%	11%
C=CCn1c(N)cc(=O)nc1SCC(=O)Nc1ccccc1	-2%	9.4%	20%	0.2%	-1.3	0.44	-1.1	0.52	1%	7%	-3%	12%
Cc1sc2ncnc(SCC(=O)c3cccs3)c2c1C	4%	1.4%	6%	-0.1%	0.23	-0.26	0.49	0.64	-2%	.	3%	-22%
CS(=O)(=O)N(CC(=O)Nc1ccccc1C(=O)NCc1ccccc1)c1ccc2c(c1)OCCO2	0%	-2.5%	-3%	0.3%	0.75	0.11	0.28	-0.87	4%	-27%	19%	8%
Cc1ccc(Nc2cc(C)nc3nc(C)nn23)c(C)c1	2%	1.5%	-1%	1.4%	-0.31	-0.24	0.49	-0.12	-27%	-27%	-2%	4%
COc1ccc(NC(=O)CCNC(=O)c2ccccc2Cl)cc1OC	.	1.0%	.	-0.3%	.	.	.	.	-23%	12%	11%	-8%
O=C(Cc1ccc(S(=O)(=O)N2CCCC2)s1)NC1CCCCCC1	5%	-1.8%	-6%	0.3%	1.5	-0.13	1.1	-0.14	-11%	7%	7%	7%
COc1ccc(C(=O)Cc2cnn(-c3ccccc3)c2)c(O)c1	-2%	.	-6%	-0.1%	-1.1	0.2	-0.38	0.93	9%	-69%	8%	-68%
O=C(Nc1ccc2c(c1)OCO2)C1COc2ccccc2O1 (centres undefined)	1%	-3.3%	12%	-0.3%	2.5	-0.13	2	-1.9	-8%	-69%	3%	-54%
COc1ccc(NS(=O)(=O)c2cc([N+](=O)[O-])ccc2N/N=C\c2c(C)[nH]c3ccccc23)cc1	2%	-1.1%	5%	-0.1%	-0.18	4.2	1.4	0.38	9%	-17%	1%	2%
O=C(OCC(=O)N1CCCC1=O)c1cccc(S(=O)(=O)N2CCOCC2)c1	.	1.2%	.	-0.1%	.	.	.	.	-16%	-23%	13%	-1%
Cc1cc(Nc2ccc(F)cc2)n2nc(C)nc2n1	-1%	6.6%	-3%	-0.1%	2.7	0.16	1.9	-1.5	5%	-4%	0%	5%
CCOc1ccc(NC(=S)N2c3ccccc3CC2C)cc1 (centres undefined)	4%	-3.3%	-11%	0.2%	0.55	-0.27	0.57	0.068	6%	-4%	-14%	3%
FC(F)(F)c1cc(Cl)c2nnc(-c3ccccn3)n2c1	.	-5.2%	.	-0.1%	.	.	.	.	24%	3%	15%	14%
Cc1cccc(N=C2NC(=O)C(CO)(CO)S2)c1	.	-0.2%	.	0.3%	.	.	.	.	-28%[20 µM]	-14%	14%	11%
COC(=O)c1cccc(NC(=O)Nc2ccc(Cl)c(Cl)c2)c1	6%	-1.6%	10%	-0.2%	-0.54	-0.19	-0.42	0.19	-4%	.	25%	-41%
Cc1ccc(S(=O)(=O)/N=C(/Nc2cccc(C(=O)O)c2)c2ccccc2)cc1	.	-0.5%	.	0.3%	.	.	.	.	-7%	-5%	-1%	-6%
COc1ccccc1OCC#CCSc1ncccn1	3%	-0.6%	0%	0.2%	-0.42	-0.23	0.53	0.23	-84%[20 µM]	-30%	-3%	-32%
Nc1nc(C2C(=O)CCCC2=O)cs1	5%	0.3%	-1%	-0.2%	0.99	-0.24	0.64	0.72	9%	0%	-1%	10%
